# M. tuberculosis GlmU: inhibition of mycobacterial GlmU enzyme – biochemical, glucosamine-1-phosphate acetyltransferase (AID 1376); 220,000 tested, 0.25% active; one-dose inhibition, %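 (tested at 30 µM in the primary screen)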; IC50 in µM for titrated hits; M. tuberculosis GlmU acetyltransferase enzyme assay; higher % means a stronger effect; in the data active = inhibition above about 13%; inconclusive = no clear call, values can overlap the other calls;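 note: 0% = complete reaction with vehicle and 100% = reaction without substrate; strong numbers were not always called active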
# RmlCD inh 1536: M. tuberculosis RmlC/RmlD inhibition | P9WH09+P9WH11 | RmlC+RmlD coupled enzyme assay, percent inhibition; primary screen in compound mixtures | inhibition, % at 3.6 µM | 160,000 tested, 0.03% active | AID 1533; in the data active = inhibition mostly above about 34%, no sharp cut-off; inconclusive = no clear call, values can overlap the other calls; inactive = mostly below about 22%; note: some results filed as inactive read as strong as hits
# Target sequence (P9WH09 whole entry, looked up): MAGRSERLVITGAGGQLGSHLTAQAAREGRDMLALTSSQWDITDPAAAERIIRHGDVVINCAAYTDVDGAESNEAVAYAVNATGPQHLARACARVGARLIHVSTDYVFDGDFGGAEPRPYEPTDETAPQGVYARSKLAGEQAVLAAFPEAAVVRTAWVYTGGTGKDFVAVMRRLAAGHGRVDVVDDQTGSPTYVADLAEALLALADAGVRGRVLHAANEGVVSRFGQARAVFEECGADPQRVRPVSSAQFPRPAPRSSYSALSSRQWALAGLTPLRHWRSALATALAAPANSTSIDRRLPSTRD
# Target sequence (P9WH11 whole entry, looked up): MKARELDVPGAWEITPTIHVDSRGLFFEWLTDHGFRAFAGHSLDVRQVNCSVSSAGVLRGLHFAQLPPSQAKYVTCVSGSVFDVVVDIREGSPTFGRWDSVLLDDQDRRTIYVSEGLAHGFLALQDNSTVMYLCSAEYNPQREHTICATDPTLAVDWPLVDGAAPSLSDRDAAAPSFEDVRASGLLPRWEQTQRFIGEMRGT
# Numbers without * were called inactive; ? = inconclusive; / = no result given. Not all compounds are listed; rates above refer to the full screens.
SMILES,M. tuberculosis GlmU,RmlCD inh 1536
N#Cc1ccsc1NC(=O)COC(=O)c1ccc(NC(N)=O)cc1,0.6%,6
Cc1occc1-c1nnc(SCCCC(=O)c2ccc(F)cc2)n1C,1.3%,/
COc1ccc(C(=O)OC(C)CN2CCOCC2)cc1OC (stereo unspecified),-2.6%,8
CCC(=O)Nc1cc2[nH]c(=O)cc(C)c2cc1C,4.8%,-8
COC(=O)c1nn(-c2ccc(-c3ccccc3)cc2)cc1O,3.5%,-4
O=C(COC(=O)CCS(=O)(=O)c1ccc(Cl)cc1)NCCc1ccc(Cl)cc1Cl,-2.7%,5
O=C(Nc1ccc2c(c1)OCO2)C1CCCCN1S(=O)(=O)c1ccc(F)cc1 (stereo unspecified),-1.1%,/
CO/N=C(\C(=O)O)c1csc(NN=C(C)C)n1,-5.6%,0
Fc1ccc(C2CCCN2Cc2nc(CC3CC3)no2)cc1 (stereo unspecified),2.7%,4
Cc1cc(C(=O)NCCC(C)C)c2ccccc2n1,/,9
CO/N=C(\CCC(=O)O)c1cccs1,-0.9%,8
O=C(CSc1c(Cl)cccc1Cl)NC1CCCc2ccccc21 (stereo unspecified),-7.5%,9
COC(=O)Nc1nc(Sc2ncc(C(F)(F)F)cc2Cl)n[nH]1,-1.6%,/
Cc1cc(C)nc(N(C#N)CC(=O)c2ccccc2)n1,4.0%,3
CC(=O)N1CCN(C(=S)NCCc2ccccc2)CC1,-0.4%,/
CCc1ccc(NC(=O)C2(c3ccccc3)CC2(Cl)Cl)cc1 (stereo unspecified),5.8%,/
COc1cccc(NC(=O)CN(C)CC(=O)Nc2ccc(Cl)cc2[N+](=O)[O-])c1,-5.4%,-9
N/C(Cc1ccc([N+](=O)[O-])cc1)=N\OC(=O)c1ccc(Br)cc1,0.9%,-7
COc1ccccc1C(=O)COC(=O)c1ccccc1O,2.0%,1
CN(C)S(=O)(=O)c1cccc(NC(=O)COC(=O)c2cc3ccccc3oc2=O)c1,2.4%,18
COc1cnn(-c2ccc(F)cc2)c(=O)c1Br,0.4%,13
COc1ccc(CCNC(=O)c2n[nH]c3ccccc23)cc1,-3.2%,/
Cc1cc(OCC(=O)NCc2ccccn2)cc(C)c1Br,-0.5%,-12
O=C(NCCCN1CCCCC1)c1ccc2c(c1)NC(=O)C(N1CCOCC1)S2 (stereo unspecified),0.9%,/
O=c1c2cc(Cl)ccc2[nH]c(=S)n1Cc1ccco1,-6.4%,9
CCOc1cccc(=O)c2c(C)n(CC(=O)c3ccccc3)c(C)c12,0.8%,3
O=C(NCc1ccco1)c1cccc(S(=O)(=O)N2CCCCC2)c1,3.8%,4
Cc1ccc(Nc2ncnc(-n3cccc3)n2)cc1Cl,-6.8%,/
COC(=O)C1=C(C)N(c2ccccc2)C(=S)NC1c1ccccc1C(F)(F)F (stereo unspecified),3.6%,-9
CCOc1cc2[nH]c(=O)n(CCCCCC(=O)NCc3ccc4c(c3)OCO4)c(=O)c2cc1OCC,3.3%,/
O=C(NN1C(=O)c2ccc3c4c(ccc(c24)C1=O)CC3)c1ccc(Br)cc1,0.6%,-5
COc1ccc(C2C(C(=O)c3ccco3)=C(O)C(=O)N2CCc2ccccc2)cc1OC (stereo unspecified),0.4%,3
COC(=O)[C@H](C)NC(=O)NCc1ccccc1,1.6%,3
CC(C)CCNC(=O)CN(Cc1ccco1)C(=O)c1snc(C(N)=O)c1N,6.4%,6
COc1ccccc1NCC(O)COc1ccc(C(C)(C)C)cc1 (stereo unspecified),4.5%,-5
COC(=O)CC1Oc2ccccc2N(Cc2ccccc2)C1=O (stereo unspecified),2.7%,13
CC(=O)CSc1cc(C)nc2c(-c3ccccc3)c(C)nn12,1.0%,-6
CC(=NCc1cccnc1)C1=C(O)c2ccccc2C1=O,2.8%,-5
Cn1ccnc1SCC(=O)c1cc2ccccc2o1,2.7%,27
CN(C)c1nc(NCc2ccccc2)nc(N/N=C/c2ccccc2F)n1,1.6%,8
O=[N+]([O-])c1ccc(N2CCCCC2)cc1SCCO,1.1%,2
COc1cc2c(cc1OC)C(c1cccc([N+](=O)[O-])c1)N(C(=O)c1ccccc1C(=O)O)CC2 (stereo unspecified),3.1%,11
COc1ccc(-c2nnn(CCC(=O)O)n2)cc1,0.9%,-1
O=C(O)CCC1COc2ccccc2O1 (stereo unspecified),-1.7%,5
O=C(Cn1cccc(C(F)(F)F)c1=O)c1ccc(Cl)cc1,-4.0%,-8
O=S(=O)(c1ccc(OCC(O)CN2CCN(c3ccc(F)cc3)CC2)cc1)N1CCOCC1 (stereo unspecified),3.7%,/
O=C(COC(=O)C1CC2C=CC1C2)NCc1ccco1 (stereo unspecified),-2.1%,-7
COC(=O)Nc1ccc(S(=O)(=O)N2CCCC(C(=O)N3CCCCCC3)C2)cc1 (stereo unspecified),1.9%,43
CCC(=O)N(CCC(c1ccco1)C(C)C)Cc1ccccc1 (stereo unspecified),-3.7%,-2
CN(C)P(=O)(C(Cl)=C(N1CCCCC1)N1CCCCC1)N(C)C,8.3%,-13
COc1ccc(N(C(=O)CNC(=O)c2cccs2)C(C(=O)NCC2CCCO2)c2ccccc2)cc1OC (stereo unspecified),-2.7%,5
COc1cc(OC)c2c(C)cc(=O)oc2c1,3.1%,-9
CC1CN(C(=O)CN2C(=O)NC3(CCCCCCC3)C2=O)CC(C)O1 (stereo unspecified),8.7%,/
c1ccc(CCNc2ncnc3ccccc23)cc1,1.3%,1
COc1ccc(N2CCN(C(=O)CSc3nnc4c5cc(C)ccc5n(C)c4n3)CC2)cc1,0.7%,/
O=C(O)c1cc2cc(F)ccc2[nH]1,3.3%,/
COc1ccc(C(=O)CSc2nnc3ccc(-c4ccccn4)nn23)cc1,-2.6%,13
O=C(OCC(=O)c1c[nH]c2ccccc12)c1ccc(Br)o1,2.2%,/
COc1ccc(C2CC(c3ccc(Cl)cc3)n3nc(N)nc3N2)cc1 (stereo unspecified),1.5%,8
CCc1ccc(NC(=O)C(NS(=O)(=O)c2cccc3nsnc23)c2ccccc2)cc1 (stereo unspecified),4.6%,13

# Brought forward from above: 4 compounds, then new ones.
SMILES,M. tuberculosis GlmU,RmlCD inh 1536
COc1ccc(C(=O)CSc2nnc3ccc(-c4ccccn4)nn23)cc1,-2.6%,13
O=C(OCC(=O)c1c[nH]c2ccccc12)c1ccc(Br)o1,2.2%,/
COc1ccc(C2CC(c3ccc(Cl)cc3)n3nc(N)nc3N2)cc1 (stereo unspecified),1.5%,8
CCc1ccc(NC(=O)C(NS(=O)(=O)c2cccc3nsnc23)c2ccccc2)cc1 (stereo unspecified),4.6%,13
CC(C)CC(CO)N1CCN(C(=O)c2ccccc2)CCC1=O (stereo unspecified),1.7%,/
Oc1ccccc1CNc1cnc2ccccc2c1,1.1%,/
O=C1CCC/C(=N\NC(=O)c2ccc(COc3ccccc3-c3ccccc3)cc2)C1,-3.0%,2
COc1ccccc1-c1nc(C#N)c(N2CCN(c3cccc(Cl)c3)CC2)o1,-1.3%,?
N#Cc1nccnc1N1CCN(C(=O)Nc2ccccc2)CC1,-6.7%,/
CC(=O)N1c2ccc3ccccc3c2C(C)CC12CCCCC2 (stereo unspecified),2.9%,/
CS(=O)(=O)c1ccc(C(=O)Nc2ccccc2N2CCOCC2)c(Cl)c1,2.6%,-11
COc1ccc(/C=C/C(O)=C2/C(=O)N(C)C3(C)CC2c2ccccc2O3)cc1 (stereo unspecified),0.4%,/
Cc1cc(NS(=O)(=O)c2ccc(Cl)cc2)nn1CC(=O)NCc1ccco1,-1.1%,-5
O=C(Cc1ccccc1)Nc1cccc(C(=O)O)c1O,-2.8%,/
CCc1c(C)nn(C(=O)/C(C#N)=C\N(C)C)c1C,5.7%,3
CN1CCCN(C(=O)/C=C/c2ccc(F)cc2)CC1,-5.3%,-5
COc1cc(C2Nc3cc(Cl)c(S(N)(=O)=O)cc3S(=O)(=O)N2)cc(OC)c1OC (stereo unspecified),-6.9%,/
N#Cc1ccc(-c2csc(NNC(=O)c3ccccc3)n2)cc1,-7.4%,8
CCCCSc1nc(NCc2ccco2)c2c3c(sc2n1)COC(C)(C)C3,-1.6%,-9
CC(=O)c1ccc(OCC(O)CN2CCN(CCN3C(=O)c4cccc5cccc(c45)C3=O)CC2)cc1 (stereo unspecified),1.7%,2
NC(=O)CSc1nnc(COc2ccccc2)n1Cc1ccco1,-3.9%,-3
COc1ccc2nc(NC(=O)CS(=O)(=O)Cc3ccccc3)sc2c1,-1.2%,2
Clc1ccc(C2CSc3c4ncnc-4ncn32)cc1 (stereo unspecified),-2.3%,13
C[N+]12CCC(CC1)C(OC(=O)C(O)(c1ccccc1)c1ccccc1)C2 (stereo unspecified),-3.4%,/

# Arranged by length of the SMILES (ascending): some entries from above.
SMILES,M. tuberculosis GlmU,RmlCD inh 1536
CCCCSc1nc(NCc2ccco2)c2c3c(sc2n1)COC(C)(C)C3,-1.6%,-9
COc1ccccc1-c1nc(C#N)c(N2CCN(c3cccc(Cl)c3)CC2)o1,-1.3%,?
O=C1CCC/C(=N\NC(=O)c2ccc(COc3ccccc3-c3ccccc3)cc2)C1,-3.0%,2
COc1ccc(/C=C/C(O)=C2/C(=O)N(C)C3(C)CC2c2ccccc2O3)cc1 (stereo unspecified),0.4%,/
COc1cc(C2Nc3cc(Cl)c(S(N)(=O)=O)cc3S(=O)(=O)N2)cc(OC)c1OC (stereo unspecified),-6.9%,/
CC(=O)c1ccc(OCC(O)CN2CCN(CCN3C(=O)c4cccc5cccc(c45)C3=O)CC2)cc1 (stereo unspecified),1.7%,2

# More results follow.
SMILES,M. tuberculosis GlmU,RmlCD inh 1536
C=C(C)CN1C(=O)C(O)(CC(=O)c2ccc3c(c2)OCCO3)c2ccccc21 (stereo unspecified),0.7%,8
Cc1ccc(Cn2nc(C)c(NC(=O)c3cc(C)no3)c2C)cc1,2.4%,-5
COc1cccc(OCC(O)CN2CCN(c3ncccn3)CC2)c1 (stereo unspecified),-5.3%,2
Cc1ccc(S(=O)(=O)O/N=C2\CCCc3ccccc32)cc1,-1.4%,1
CCn1c(SC)nnc1-c1sc2cc(Cl)ccc2c1Cl,3.0%,/
N#C[C@H]1C(O)C(O)c2ccccc2N1C(=O)c1ccccc1 (stereo partly specified),3.7%,/
COc1ccc(/C=N/N2CCOCC2)cc1Cn1cc([N+](=O)[O-])cn1,2.5%,3
Cc1ccnc(NS(=O)(=O)c2ccc(NC(=O)C3COc4ccccc4O3)cc2)n1 (stereo unspecified),-4.5%,-2
COc1ccc(N/N=C(/C#N)S(=O)(=O)c2nsc(C)c2C#N)cc1,2.5%,/
O=C(Oc1ccnc2cc(Cl)ccc12)N1CCOCC1,6.2%,/
COc1ccc(CC(=O)NC2CCN(CC(=O)N3CCCc4ccccc43)CC2)cc1OC,8.3%,/
COC(=O)c1nn(-c2ccccc2)c(=O)cc1Oc1ccc(Cl)cc1,0.0%,/
Cc1ccc(-c2noc(C3CCCN(C(=O)c4ccc(F)cc4F)C3)n2)cc1 (stereo unspecified),3.5%,7
Cc1c(S(=O)(=O)Nc2cc(Cl)ccc2Cl)c(=O)n(C)c(=O)n1C,-0.1%,6
CCCCNC(=O)CC(NS(=O)(=O)c1ccc(C)cc1)c1ccco1 (stereo unspecified),1.5%,/
CCn1c(NCc2ccc(N(C)C)cc2)nc2ccccc21,5.4%,1
Cc1ccccc1/C(N)=N/OC(=O)N1c2ccccc2Sc2ccccc21,/,16
CCOc1c(Cl)cc(C(=O)NCCN2CCCCC2)cc1Cl,-8.3%,-9
N#CC1=C(N)N(c2ccc(F)cc2)C(=O)C1,-7.6%,5
CCN=C(NS(=O)(=O)c1ccc(Br)cc1)c1ccc(Cl)cc1,6.7%,-11

# Seven successive entries already listed:
SMILES,M. tuberculosis GlmU,RmlCD inh 1536
Cc1c(S(=O)(=O)Nc2cc(Cl)ccc2Cl)c(=O)n(C)c(=O)n1C,-0.1%,6
CCCCNC(=O)CC(NS(=O)(=O)c1ccc(C)cc1)c1ccco1 (stereo unspecified),1.5%,/
CCn1c(NCc2ccc(N(C)C)cc2)nc2ccccc21,5.4%,1
Cc1ccccc1/C(N)=N/OC(=O)N1c2ccccc2Sc2ccccc21,/,16
CCOc1c(Cl)cc(C(=O)NCCN2CCCCC2)cc1Cl,-8.3%,-9
N#CC1=C(N)N(c2ccc(F)cc2)C(=O)C1,-7.6%,5
CCN=C(NS(=O)(=O)c1ccc(Br)cc1)c1ccc(Cl)cc1,6.7%,-11

# Remaining list, next part.
SMILES,M. tuberculosis GlmU,RmlCD inh 1536
COc1ccc(C(C)=O)cc1COC(=O)Cn1cnc2ccccc2c1=O,8.3%,/
Cn1c(CNC(=O)c2ccccc2F)nnc1SCCOc1ccccc1,-5.3%,-13
Cc1ccc(S(=O)(=O)CCc2nc3ccccc3s2)cc1,5.5%,/
COc1ccc(CN2C(=O)CN=C2Nc2ccc(C)cc2C)cc1,1.1%,-5
Cc1ccccc1-c1n[nH]c(=S)n1/N=C/c1c(C)nn(-c2ccccc2)c1C,6.7%,11
S=c1[nH]nc(-c2ccc3ncccc3c2)n1-c1ccc2c(c1)OCCO2,-2.7%,8
COc1ccc(C(=O)NN(C)c2nc(-c3ccccc3)cc(C)c2S(C)(=O)=O)cc1,-1.9%,/
CCOc1ccccc1NC=C1C(=O)OC(C)(C)OC1=O,-4.9%,-15
CCOC(=O)C1(Cc2ccccc2C(F)(F)F)CCN(Cc2ccc(COC)o2)CC1,-3.7%,/
CN(C)c1oc(COc2ccccc2F)nc1C#N,-0.1%,-3
O=C1CN(C(=O)COC(=O)/C=C/c2ccc(OC(F)F)cc2)c2ccccc2N1,-1.5%,-8
O=C(NC(c1ccc(Cl)cc1)c1cc(Cl)c2cccnc2c1O)c1cccnc1 (stereo unspecified),1.9%,/
Cc1ccc(C)c(NC2=NCC(=O)N2C2CCCCC2)c1,-0.9%,/
CCc1ccc2c(c1)c1nnc(NN)nc1n2CC,2.4%,/
COCCNC(=S)N/N=C(\C)c1ccc(Cl)s1,2.5%,/
CCc1ccc(NC(=O)COc2ccc(Br)cn2)cc1,-0.7%,17
CCC(O)CNC(=O)NC(=C(Cl)Cl)c1ccc(C)c(F)c1 (stereo unspecified),-4.1%,/

# Assay outcomes: PubChem BioAssay, several laboratories
